Screens: PubChem BioAssay, National Center for Advancing Translational Sciences (NCATS)
CCT modulator: changes cytosolic chaperonin activity. purified chaperonin ATPase assay, HTRF ADP detection, 30 min. activity change, % (no concentration beside the values), hits read low. 0.3% of 360,000 active; in the data active = activity change below about -30%; also: % is scaled to controls: 0 for no effect and ±100 for the full control effect
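TRiC at 40 or 20 nM final (batch-dependent) in 30 mM Tris pH 7.4, 100 mM KCl, 5 mM MgCl2, 1 mM DTT, with compound at single 76 uM and 10 uM ATP, 30 min at 37 deg C. ADP detected by HTRF Transcreener, 665/615 ratio.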
IL2 activator: activators of IL-2; 0.065% of 360,000 active; AID 652025; activation, % (series mostly up to about 46 µM); IL-2 activation reporter assay, cell-based qHTS; stimulated with anti-CD3/CD4/CD28 beads; in transgenic mouse T cells; in the data active = activation above about 50%; inconclusive = mostly about 30% to 49%; also: 0% is about no effect
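Quantitative HTS in unstimulated transgenic mouse T cells, with memory T cells as non-tolerant control and PMA/ionomycin as tolerance-bypass control. Compound pretreatment lasted 60 minutes before 18 h bead stimulation; EGFP/DsRed fluorescence read.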
EPAC2 agonist: activates human EPAC2 exchange factor; EPAC2 activation, biochemical qHTS; response scale: 100% = 6.5 mM cAMP response; Potency, µM (series often up to 154 µM), for inactives: top-dose activation, hits mostly activators; 0.079% of 360,000 active; AID 720711; also: potency is read from the fitted curve at half-maximal effect; nearly all actives have a fitted effect of over 50% in size
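In this primary screen, activation is scored as increased exchange of BODIPY-GDP from Rap1B by 100 nM EPAC2, with 50 uM GDP as competitor. Signal is normalized to the 6.5 mM cAMP agonist control.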
WRN helicase inh: blocks human WRN helicase; Q14191; WRN helicase unwinding, fluorescent forked duplex, kinetic; Potency, µM (top dose mostly 114 µM), without a hit: at the top dose activity change, negative = inhibition, usual class: inhibitors; 0.46% of 360,000 active; AID 651768; also: potency is read from the fitted curve at half-maximal effect; % is scaled to controls: 0 for no effect and ±100 for the full control effect; nearly all actives have a fitted effect of over 55% in size
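Enzyme (20 nM final) and test compound sit together 15 min at room temperature before substrate addition. Substrate is a single-forked duplex oligonucleotide (100 nM) labelled with fluorophore and quencher, with 2 mM ATP; helicase unwinding raises red fluorescence, read kinetically.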
PLK1 PBD block: PLK1 (human) polo-box domain binding inhibition. P53350. Plk1 PBD binding of FITC phosphopeptide, fluorescence polarization. Potency, µM, inactives show max response, negative = inhibition, usual class: inhibitors. 2.8% of 360,000 active; also: potency is read from the fitted curve at half-maximal effect; series mostly up to about 57 µM; % is scaled to controls: 0 for no effect and ±100 for the full control effect; nearly all actives have a fitted effect of over 65% in size
Target sequence (P53350 whole entry, looked up, the tested form may be a part): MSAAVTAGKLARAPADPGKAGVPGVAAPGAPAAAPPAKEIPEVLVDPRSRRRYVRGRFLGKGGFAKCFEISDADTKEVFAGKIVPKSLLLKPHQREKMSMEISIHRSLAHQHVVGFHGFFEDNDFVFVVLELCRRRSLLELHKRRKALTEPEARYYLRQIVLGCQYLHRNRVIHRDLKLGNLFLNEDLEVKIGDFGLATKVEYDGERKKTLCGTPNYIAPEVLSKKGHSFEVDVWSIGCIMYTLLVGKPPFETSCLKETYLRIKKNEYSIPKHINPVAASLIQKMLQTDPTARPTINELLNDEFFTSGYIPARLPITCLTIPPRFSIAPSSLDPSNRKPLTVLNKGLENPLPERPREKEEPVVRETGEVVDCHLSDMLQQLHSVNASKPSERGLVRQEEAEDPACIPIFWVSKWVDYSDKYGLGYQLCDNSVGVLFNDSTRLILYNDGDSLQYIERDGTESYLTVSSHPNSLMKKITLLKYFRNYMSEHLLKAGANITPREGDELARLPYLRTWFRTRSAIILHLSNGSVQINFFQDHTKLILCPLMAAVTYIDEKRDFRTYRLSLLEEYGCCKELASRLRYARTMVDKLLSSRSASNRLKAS
PI5P4K alpha inh: blocks human PI5P4K alpha kinase activity. P48426. 1.2% of 330,000 active. max response, %. PI5P4Kalpha enzyme, ADP-Glo luminescence, 60 min; hits give low values; active = max response of -50% or lower; inconclusive = between -30% and -50%; inactive = -30% or higher; also: value at the top dose of about 77 µM; % is scaled to controls: 0 for no effect and ±100 for the full control effect
Target sequence (P48426 whole entry, looked up): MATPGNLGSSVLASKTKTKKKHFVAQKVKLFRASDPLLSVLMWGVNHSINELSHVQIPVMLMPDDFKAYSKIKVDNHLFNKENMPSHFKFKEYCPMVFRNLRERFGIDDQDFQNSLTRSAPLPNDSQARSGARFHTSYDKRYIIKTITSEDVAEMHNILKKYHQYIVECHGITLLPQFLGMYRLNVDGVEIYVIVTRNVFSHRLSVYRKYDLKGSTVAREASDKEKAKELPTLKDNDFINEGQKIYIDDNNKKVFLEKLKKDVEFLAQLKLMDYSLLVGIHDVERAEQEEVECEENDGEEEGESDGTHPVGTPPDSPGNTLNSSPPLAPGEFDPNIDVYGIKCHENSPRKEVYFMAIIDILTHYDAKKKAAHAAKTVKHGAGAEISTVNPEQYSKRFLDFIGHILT
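Single end-point luminescence (ADP-Glo) quantified ADP from PI5P4Kalpha turnover; ATP 5 microM final, 1 h at RT, 0.1% CHAPS and 0.28 mM EGTA in HEPES pH 7.4.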
EPAC1 agonist: agonists of human EPAC1 | O95398 | EPAC1 agonist qHTS, biochemical assay; response scale: 100% = response to 6.5 mM cAMP | Potency, µM (titrated, usually from 154 µM), for the others: at the highest dose activation, hits mostly activators | 0.073% of 360,000 active; also: potency is read from the fitted curve at half-maximal effect; nearly all actives have a fitted effect of over 60% in size
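Multi-concentration qHTS readout: loss of Rap1B-bound BODIPY-GDP fluorescence driven by 100 nM EPAC1 with excess GDP (50 uM), monitored kinetically at room temperature; agonist response expressed relative to 6.5 mM cAMP.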
EPAC1 antagonist: EPAC1 (human) antagonism | AID 720709 | EPAC1 GEF assay, Rap1b-BODIPY-GDP exchange fluorescence | 0.14% of 360,000 active | Potency, µM (series often up to 115 µM), without a hit: top-dose activity change, negative = inhibition, most hits filed as inhibitors;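 also: potency is read from the fitted curve at half-maximal effect; plate controls were vehicle for no effect and positive control for full effect; nearly all actives have a fitted effect of over 50% in size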
The depositor's hits bear a star; ? = inconclusive; · = no result given; [ ] = dose if it differs, or a comment. Unless noted, calls follow the shape of the dose curve; as a rule, active = well fitted curve in the direction sought with a large enough effect; inconclusive = small, poorly fitted or top-dose-only effect, or another doubt; inactive = no such curve, though single readings can be large; an effect the other way counts as inactive or inconclusive. These rows are one share of the data (hit frequency here may not be typical).

cpd	mol	CCT modulator	IL2 activator	EPAC2 agonist	WRN helicase inh	PLK1 PBD block	PI5P4K alpha inh	EPAC1 agonist	EPAC1 antagonist
1	O=C(Nc1cccnc1)c1c(O)c2c(n(Cc3ccccc3)c1=O)CCCC2	-2.7	0.1	2%	-10%	-5%	-4	3%	-2%
2	CCOC(=O)C(O)(c1ccc(N(C)C(=O)COc2ccccc2)cc1)C(F)(F)F (stereo not drawn)	0.0	-4.0	-11%	-5%	1%	2	2%	3%
3	O=C1NC(=O)C(CCc2ccccn2)(Cc2cccc(Cl)c2Cl)C(=O)N1c1ccc(Br)cc1 (stereo not drawn)	-1.8	3.2	10%	3%	-16%	0	14%	-28%
4	CCC(C(=O)N1C[C@H]2C[C@@H](C1)c1cccc(=O)n1C2)c1ccccc1 (stereo partly drawn)	1.8	-0.6	-1%	-4%	-12%	4	-12%	-16%
5	Cc1ccc2c(C)cccc2c1	-0.2	0.2	12%	3%	?	-71*	-15%	13%
6	Cc1ccccc1CN1CCN(C(=O)Cc2ccccc2)CC1	0.6	0.0	10%	-30%	-10%	-1	3%	0%
7	O=C(NCCCn1ccnc1)C(Cl)(Cl)Cl	1.3	-0.3	6%	-1%	0%	-2	12%	-27%
8	CC1(C)OC(c2ccccc2)=C/C(=C/C=C2C(=O)NC(=O)NC2=O)O1	-1.1	3.1	7%	?	27%	-23	18%	?
9	Cc1nn(C2CCOC(C)(C)C2)c2c1C(c1ccc3c(c1)OCO3)SCC(=O)N2 (stereo not drawn)	-2.3	-0.4	-13%[15.6 µM]	1%	-11%	-4	-4%	5%
10	COP(=O)(CC(=O)O)c1ccccc1 (stereo not drawn)	-0.7	-0.8	6%	6%	0%	·	4%	6%
11	O=C1NC(=O)N(CCC2=CCCCC2)C(=O)/C1=C\c1cccs1	0.7	-2.9	-7%	?	1.1µM*	?	-5%	0%
12	CN(C(=O)Oc1ccc(C(=O)c2ccc(Cl)cc2)cc1)c1ccccc1	3.8	-2.0	12%	-24%	1%	13	3%	-4%
13	O=C(O)CC1OCC=C2CN3CCC45c6ccccc6NC4C1C2CC35 (stereo not drawn)	-0.8	-1.9	4%	-6%	-5%	-5	2%	5%
14	O=C(c1ccc(Cl)cc1)C1CCCN(Cc2cccc3cccnc23)C1 (stereo not drawn)	-1.4	-1.7	1%	-1%[57.1 µM]	-4%	5	10%	?
15	CCOC(=O)[C@]12Cc3c(cc(OC)c(OC)c3OC)[C@H]1N(C)C(=O)c1ccccc12	2.2	6.4	2%	4%	?	2	-4%	6%

Arranged by molar mass (lowest first): part of the list above
cpd	mol	CCT modulator	IL2 activator	EPAC2 agonist	WRN helicase inh	PLK1 PBD block	PI5P4K alpha inh	EPAC1 agonist	EPAC1 antagonist
6	Cc1ccccc1CN1CCN(C(=O)Cc2ccccc2)CC1	0.6	0.0	10%	-30%	-10%	-1	3%	0%
4	CCC(C(=O)N1C[C@H]2C[C@@H](C1)c1cccc(=O)n1C2)c1ccccc1 (stereo partly drawn)	1.8	-0.6	-1%	-4%	-12%	4	-12%	-16%
13	O=C(O)CC1OCC=C2CN3CCC45c6ccccc6NC4C1C2CC35 (stereo not drawn)	-0.8	-1.9	4%	-6%	-5%	-5	2%	5%
2	CCOC(=O)C(O)(c1ccc(N(C)C(=O)COc2ccccc2)cc1)C(F)(F)F (stereo not drawn)	0.0	-4.0	-11%	-5%	1%	2	2%	3%

Continued:
cpd	mol	CCT modulator	IL2 activator	EPAC2 agonist	WRN helicase inh	PLK1 PBD block	PI5P4K alpha inh	EPAC1 agonist	EPAC1 antagonist
16	CC(=O)C1C2c3ccccc3O[C@@]1(C)N=c1s/c(=C/c3ccoc3)c(=O)n12 (stereo partly drawn)	-2.2	-0.1	13%	1%	-12%	-23	9%	?
17	S=P(NCCNP(=S)(N1CC1)N1CC1)(N1CC1)N1CC1	-1.0	1.0	3%	-7%	-28%	4	-1%	-1%
18	CCCCn1c(O)c(C(=O)/C=C/c2c[nH]c3ccccc23)c(=O)[nH]c1=O	0.0	4.0	9%	-30%	52%[activator]	-16	14%	12%
19	COC(=NC1CCCC1)C(O)c1c[nH]c2ccccc12 (stereo not drawn)	0.0	-1.1	-2%	-1%	1%	·	-4%	7%
20	Fc1ccc(CCNCc2cccc(Cl)c2)cc1	1.6	-0.9	9%	-6%[57.1 µM]	2%	·	12%	10%
21	Cc1cccc(CSc2nc3c(cc2C#N)CN(C)CC3)c1	1.8	-0.9	2%	-8%	-1%	·	6%	18%
22	O=C(NCCCN1CC1)Nc1cccc2ccccc12	-3.8	-1.0	10%	0%	-12%	10	8%	2%
23	CN1CCCN(c2ccc([N+](=O)[O-])nc2)CC1	-0.5	0.0	9%	8%	-19%	1	8%	7%
24	COc1ccccc1-n1c(CNCC2CCCO2)nc2ccccc2c1=O (stereo not drawn)	-4.2	3.3	10%	-1%	-2%	-1	0%	?
25	CC(C)(C#CC(=O)O)OOC(c1ccccc1)(c1ccccc1)c1ccccc1	-0.3	0.3	-12%	0%	?	6	-18%	-10%
26	O=C(C1CCC(=O)N1C1CCCC1)N1CCC2(CC1)OCCO2 (stereo not drawn)	-3.0	6.2	3%	2%	-3%	·	4%	0%
27	C[C@@H]1CC2C3CC=C4C[C@@H](O)CC[C@]4(C)C3CC[C@]2(C)[C@H]1O (stereo partly drawn)	0.3	0.4	5%	5%	0%	2	4%	6%
28	COC(=O)C1=C(c2cccc(OCc3ccccc3)c2)C[C@@H]2CC[C@H]1N2C(=O)NCCOc1ccc(OC)cc1	-2.4	-2.9	15%	-8%	-1%	0	-10%	0%
29	COc1ccc(OC)c(N=Cc2c(O)n(Cc3ccccc3)c(=S)[nH]c2=O)c1	-2.5	80*	?	3%	-14%	-22	8%	6%
30	CCCOc1ccc(N2C(=O)CC(N3CC=C(c4ccccc4)CC3)C2=O)cc1 (stereo not drawn)	-0.7	0.0	1%	-1%	-5%	-4	-6%	-4%
31	COC(=O)C1=C(c2ccc(OC)c(OC)c2)C[C@@H]2CC[C@H]1N2C(=O)NC(C)C	2.1	-0.1	4%	-3%	1%	-3	6%	-10%
32	O=c1[nH]c(=O)n(Cc2ccccc2)c(O)c1C=NCCCO	-1.6	4.2	8%	4%	9%	-9	11%	-2%
33	CC(=O)N(C1=NCCCS1)c1ccc(Cl)cc1	0.6	-3.9	8%	-4%	1%	2	-10%	-13%
34	COc1cc2c(cc1OC)C13CCN4CC5=CCOC6CC(=O)N2C1C6C5CC43 (stereo not drawn) (tested in a mixture with another compound)	-2.0	2.0	9%	1%	-17%	7	6%	-7%
35	CC(=NCCCn1ccnc1)c1c(O)n(C2CCCCC2)c(=O)[nH]c1=O	-0.3	0.2	12%	-1%	-18%	0	-4%	-7%
36	Cc1ccc(O)c(CN2CCC3CCC(C3)C2)c1 (stereo not drawn)	2.5	2.1	2%	-9%	-1%	8	10%	2%
37	CC(C)N(Cc1ccco1)/N=C/c1c(O)n(Cc2ccccc2)c(=O)[nH]c1=O	-3.8	-5.3	11%	-7%	-12%	-3	8%	6%
38	CC(C)(C)C(=O)N1Cc2cc(N3CCOCC3)ccc2-n2nncc2C1	-1.4	0.0	2%	2%	-15%	1	9%	-5%
39	C=COCCn1c(C)c(C(C)=O)c2cc(O)ccc21	0.1	-0.7	2%	-13%	-2%	0	-3%	-11%
40	CCC(CC)N1CCN(C(=O)Cc2ccccc2)CC1	-2.2	-2.6	5%	2%	0%	·	-1%	26%
41	C#C[C@@]1(O)CCC2C3CCC4=C/C(=N/OCC(=O)NC(C(=O)NC(CC(C)C)C(=O)O)C(C)C)CC[C@]4(C)C3CC[C@@]21C (stereo partly drawn)	-0.9	-2.4	-10%	-1%[57.1 µM]	-3%	1	-7%	0%
42	Cn1c(O)c(C=NCCN2CCNCC2)c(=O)n(C)c1=O	1.7	-1.8	-7%	4%	-16%	-2	3%	1%
43	Cc1cccnc1-n1c(CN2C(=O)c3ccccc3C2=O)nc2ccccc2c1=O	-0.3	1.0	6%	-9%	-9%	-2	5%	-10%
44	Cc1ncc(CN2CCCC(C(=O)c3cccc(OC(C)C)c3)C2)s1 (stereo not drawn)	-1.8	-0.4	-2%	4%	-2%	2	-7%	-2%
45	CC12CCC(O)CC1CCC1C2CCC2(C)C(C3=CC(=O)OC3)CCC12O (stereo not drawn)	-2.6	-0.3	-1%	8%	3%	2	-4%	10%
46	CCCCCCn1c(O)c(/C=N/N2CCCCCC2)c(=O)[nH]c1=O	1.5	-2.3	-3%	0%	-2%	-1	3%	-4%
47	CC1CC(C)CC(C)C(O)C(C#N)=CC=CCC(C2CCCC2C(=O)O)OC(=O)CC(O)C(C)C1 (stereo not drawn)	0.2	-6.6	3%	-12%	-3%	7	-9%	1%
48	CCCCOP(=O)(CN1CCOCC1)OCCCC	-4.2	0.5	-2%	11%	-7%	11	5%	11%
49	O=C(O)CCn1cc(C=C2C(=O)NC(=S)NC2=O)c(-c2ccccc2)n1	-1.8	-1.2	-1%	?	2.7µM*	-91*	12%	-1%
50	CN1CCc2cc3c(cc2[C@H]1[C@@H]1OC(=O)c2c1ccc1c2OCO1)OCO3	-1.5	-0.3	-3%	10%	0%	0	-9%	2%
51	O=C(Cn1ncc2ccccc21)N1CCC2(CC1)OCCO2	-8.3	-1.2	4%	-9%	-2%	·	-2%	4%
52	O=C(c1cc2nc(-c3ccccc3)cc(-c3ccccc3)n2n1)N1CCC2(CC1)OCCO2	0.7	-2.8	17%	?	-11%	-4	0%	-1%
53	CCC(C)(C)n1nnnc1C(c1cccs1)N1CC=C(c2ccc(F)cc2)CC1 (stereo not drawn)	-0.4	-0.2	14%	-20%	1%	·	18%	-7%
54	O=C1C2CCN(CC2)C1Cc1ccccc1O (stereo not drawn)	-17	0.3	1%	-1%	2%	1	1%	14%
55	CN1C(=O)N(C)C(=O)C2(Cc3cc(NC(=O)c4ccc(F)cc4)ccc3N3CCCC32)C1=O (stereo not drawn)	0.8	1.4	-6%	10%	?	-14	-15%	-21%
56	Cc1cccc(C)c1-n1nnnc1C(c1cc2ccccc2o1)N1CCC(n2c(=O)[nH]c3ccccc32)CC1 (stereo not drawn)	0.2	-0.8	13%	-2%	-3%	-5	-21%	12%
57	Cc1ccccc1-c1ccc2c(c1)C1c3c(-c4ccccc4)nnn3-c3ccccc3C(=O)N1CC2 (stereo not drawn)	-0.2	-0.6	8%	-12%	-6%	-1	5%	-3%
58	COC(=O)C1=C(c2ccc(S(C)(=O)=O)cc2)C[C@@H]2CC[C@H]1N2C(=O)NCCS(C)=O (stereo partly drawn)	0.1	0.8	2%	11%	-10%	-2	8%	4%
